aGal spleen mod: qHTS Assay for Inhibitors and Activators of Human alpha-Galactosidase From Spleen Homogenate | Potency, µM (series often up to 80 µM), inactives show top-dose activity change, negative = inhibition, most hits filed as inhibitors | 240,000 compounds, 0.008% hits | human spleen homogenate, 4MU-alpha-Gal fluorescence, 40 min | Alpha-galactosidase A (Homo sapiens), P06280;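 also: potency is read from the fitted curve at half-maximal effect; 0% = enzyme with vehicle and -100% = no enzyme basal signal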
Target sequence (P06280 32-429 limits assumed): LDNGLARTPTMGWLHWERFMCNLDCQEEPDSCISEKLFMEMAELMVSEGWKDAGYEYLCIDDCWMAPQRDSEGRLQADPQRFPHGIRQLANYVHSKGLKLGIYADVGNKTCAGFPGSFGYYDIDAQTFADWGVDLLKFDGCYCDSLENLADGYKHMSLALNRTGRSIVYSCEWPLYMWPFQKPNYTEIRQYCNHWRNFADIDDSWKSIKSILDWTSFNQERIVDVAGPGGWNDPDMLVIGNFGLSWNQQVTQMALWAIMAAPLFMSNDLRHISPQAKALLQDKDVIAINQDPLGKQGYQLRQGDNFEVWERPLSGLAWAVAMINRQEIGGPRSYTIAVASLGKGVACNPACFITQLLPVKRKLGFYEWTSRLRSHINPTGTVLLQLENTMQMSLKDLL
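Human spleen homogenate (1 ug) as enzyme source, 4-methylumbelliferyl-alpha-D-galactopyranoside 1 mM final, citrate/phosphate pH 5.0 with 0.01% Tween-20. Compounds 40 min at 37C, NaOH/glycine stop; fluorescence Ex 365/Em 440, Hill-fit AC50.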
CBFb RUNX1 block: qHTS Assay for Compounds Blocking the Interaction Between CBF-beta and RUNX1 for the Treatment of Acute Myeloid Leukemia; AlphaScreen CBFb-His/RUNX1-biotin binding, biochemical; Potency, µM (titrated, usually from 59.8 µM), for the others: at the top dose activity, negative = inhibition, actives largely listed as inhibitors; AID 1477, 2009; Runt-related transcription factor 1 (Homo sapiens) + Core-binding factor subunit beta …; 230,000 tested, under 10 active; also: % of control where 0% means no effect
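AlphaScreen binding: CBFb-His and RUNX1-biotin (30 nM each) preincubated 20 min, compound added for 15 min, then nickel and streptavidin beads for 90 min, all at room temperature. Disruption of the interaction by any mechanism counts as activity.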
Epigenetic reg: Quantitative High-Throughput Screen for Regulators of Epigenetic Control; murine LDR cells, GFP reporter derepression, 30 h; Potency, µM (doses to about 53.9 µM), without a hit: top-dose GFP activation, actives largely listed as activators; 280,000 compounds, 0.2% hits; AID 1865, 2009; also: potency is read from the fitted curve at half-maximal effect; % of control where 0% means no effect; nearly all actives have a fitted effect of over 60% in size
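Murine LDR cells carrying a silenced, genomically integrated CMV-driven GFP reporter were exposed to compound for 30 hours at 37 C. After PBS washes, GFP-positive cells (20–120 um objects) were counted by laser-scanning microplate cytometry.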
NPSR antag: qHTS Assay for Antagonists of the Neuropeptide S Receptor: cAMP Signal Transduction; Q6W5P4; CHO-NPSR cells, cAMP TR-FRET, antagonist mode; Potency, µM (series often up to 38.3 µM), for inactives: at the highest dose activity change, negative = inhibition, most hits filed as inhibitors; 220,000 compounds, 1% hits; AID 1461, 2008; also: potency is read from the fitted curve at half-maximal effect; % is scaled to controls: 0 for no effect and ±100 for the full control effect; nearly all actives have a fitted effect of over 50% in size; many of its hits are not listed in these tables
Tau fluor cs: Counterscreen qHTS for Inhibitors of Tau Fibril Formation, Fluorescence Polarization | Potency, µM (doses to about 57.7 µM), without a hit: top-dose activity change, negative = decrease | tau K18 P301L Alexa594 fluorescence, heparin fibrillization | 280,000 compounds, 0.93% hits; also: potency is read from the fitted curve at half-maximal effect; % is scaled to controls: 0 for no effect and ±100 for the full control effect; nearly all actives have a fitted effect of over 55% in size
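Human tau K18 P301L (15 uM unlabeled, 0.24 uM Alexa 594-labeled) in 100 mM sodium acetate pH 7 with 20 uM heparin, 6 hr at 37 C. ThT 30 uM added, 1 hr ambient; Alexa 594 FP and total fluorescence read at 555/632 nm.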
Tau fibril FP: qHTS for Inhibitors of Tau Fibril Formation, Fluorescence Polarization; Microtubule-associated protein tau (Homo sapiens), P10636; K18 P301L tau heparin fibrillization, Alexa594 FP, 6 h; Potency, µM (doses to about 57.7 µM), for inactives: top-dose activity, negative = inhibition, most hits filed as inhibitors; 280,000 compounds, 0.39% hits; AID 1468, 2008; also: potency is read from the fitted curve at half-maximal effect; % is scaled to controls: 0 for no effect and ±100 for the full control effect; nearly all actives have a fitted effect of over 55% in size
Target sequence (P10636 561-689 P618L limits assumed): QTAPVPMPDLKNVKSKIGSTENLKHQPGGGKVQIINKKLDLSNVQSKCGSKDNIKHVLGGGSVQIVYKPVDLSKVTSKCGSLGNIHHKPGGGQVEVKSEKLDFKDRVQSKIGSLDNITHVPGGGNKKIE
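Heparin (20 uM) drove fibril formation of recombinant tau K18 P301L, 15 uM unlabeled with 0.24 uM Alexa 594 label, for 6 hr at 37 C in 100 mM sodium acetate pH 7. Fluorescence polarization (555/632 nm) read 1 hr after 30 uM ThT.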
TexasRed fluor: Total Fluorescence Counterscreen for Inhibitors of the Interaction of Thyroid Hormone Receptor and Steroid Receptor Coregulator 2; TRb/SRC2 Texas Red total fluorescence interference; 280,000 compounds, 0.29% hits; Potency, µM (series often up to 106 µM), for inactives: at the top dose fluorescence change, negative = quenching; AID 1479, 2009; active = well fitted curve in either direction with a large enough effect; inconclusive = small, poorly fitted or top-dose-only effect; also: potency is read from the fitted curve at half-maximal effect; % is scaled to controls: 0 for no effect and ±100 for the full control effect
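Human TRβ ligand-binding domain (0.6 uM) and Texas Red SRC2 peptide (20 nM) in Tris buffer with 1 uM T3 and 5% DMSO were incubated with pinned compound for 5 hr at ambient temperature. Total fluorescence was computed as S + 2P (555/632 nm).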
TRb SRC2 PPI: qHTS for Inhibitors of the Interaction of Thyroid Hormone Receptor and Steroid Receptor Coregulator 2; Thyroid hormone receptor beta (Homo sapiens), P10828; TRbeta-SRC2 peptide binding, fluorescence polarization; receptor liganded with 1 µM T3; Potency, µM (top dose mostly 106 µM), without a hit: at the highest dose activity change, negative = inhibition, most hits filed as inhibitors; 280,000 compounds, 0.065% hits; AID 1469, 2008;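 also: potency is read from the fitted curve at half-maximal effect; plate controls were bound peptide for no effect and peptide without receptor for full effect; nearly all actives have a fitted effect of over 50% in size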
Target sequence (P10828 whole entry, looked up): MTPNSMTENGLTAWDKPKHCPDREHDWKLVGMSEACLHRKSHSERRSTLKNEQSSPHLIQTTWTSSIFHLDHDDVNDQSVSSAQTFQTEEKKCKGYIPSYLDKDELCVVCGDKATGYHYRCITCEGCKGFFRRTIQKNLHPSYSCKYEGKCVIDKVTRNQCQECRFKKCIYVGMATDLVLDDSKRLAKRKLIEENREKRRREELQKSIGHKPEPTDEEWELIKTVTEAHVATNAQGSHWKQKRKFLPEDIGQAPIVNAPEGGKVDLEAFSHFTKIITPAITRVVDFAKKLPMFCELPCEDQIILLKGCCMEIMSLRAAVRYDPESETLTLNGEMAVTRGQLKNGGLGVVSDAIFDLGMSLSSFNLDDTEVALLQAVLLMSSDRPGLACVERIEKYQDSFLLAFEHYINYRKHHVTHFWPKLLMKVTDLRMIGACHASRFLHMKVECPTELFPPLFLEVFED
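TRb LBD 0.6 uM + Texas Red SRC2 peptide 20 nM, 1 uM T3, Tris buffer w/ 5% DMSO; compound pinned, 5 h RT; FP read ex 555/em 632; normalized to unbound and bound controls.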
* = called active by the depositor; ? = inconclusive; / = not tested or not shown; [ ] = dose if it differs, or a comment. Unless noted, calls follow the shape of the dose curve; as a rule, active = well fitted curve in the direction sought with a large enough effect; inconclusive = small, poorly fitted or top-dose-only effect, or another doubt; inactive = no such curve, though single readings can be large; an effect the other way counts as inactive or inconclusive. Some of the compounds tested; count on the stated rates, not on these rows.

SMILES	aGal spleen mod	CBFb RUNX1 block	Epigenetic reg	NPSR antag	Tau fluor cs	Tau fibril FP	TexasRed fluor	TRb SRC2 PPI
O=c1c(O[C@@H]2O[C@H](CO)[C@@H](O)[C@H](O)[C@H]2O)c(-c2ccc(O)cc2)oc2cc(O)cc(O)c12	-11%	25%	/	/	/	/	-7%	3%
CCCCC1=CC2=C(c3ccco3)C(=O)C(C)(OC(=O)c3ccc(OC)cc3)C(=O)C2=CN1CCOC (stereo unspecified)	3%[17.5 µM]	4%[13.1 µM]	-0.4%	-20%	-5%[11.6 µM]	-4%[11.6 µM]	-2%[11.2 µM]	1%[11.2 µM]
O=S1(=O)C=CC(Nc2ccccc2)C1 (stereo unspecified)	-19%	2%	0.0%	3%[46.1 µM]	-1%	-3%	1%	-2%
CCC(C)(C)NC(=O)C(c1cccn1C)N(Cc1ccccc1)C(=O)Cn1nnc2ccccc21 (stereo unspecified)	-15%	2%	0.7%	1%[46.1 µM]	9%	3%	2%	5%
Cc1ccc(C)c(NC(=O)Cn2c(=O)n(CCC(=O)NCc3ccc4c(c3)OCO4)c(=O)c3ccccc32)c1	/	/	0.9%	/	2%	?	5%	7%
CCn1ncc(-c2csc(N)n2)c1C	6%	10%	1.3%	10%	5%	7%	-2%	-8%
Cc1ccsc1C(=O)OCC(=O)Nc1sccc1C(N)=O	7%	-1%	-1.1%	-6%[46.1 µM]	-12%	-3%	0%	4%
CCN(CC)S(=O)(=O)c1ccc(O)c(NC(=O)c2ccc(N3CCOCC3)c([N+](=O)[O-])c2)c1	0%	-1%	0.0%	4%	-20%	7%	-3%	-1%
CC(NC(=O)OCc1ccccc1)C(=O)NCC1CCCO1 (stereo unspecified)	-1%	2%	0.8%	-3%[46.1 µM]	-1%	-6%	2%	-20%
O=C(Nc1ccccc1)c1ccccc1N=Cc1cccc(O)c1	4%	-1%	-1.3%	-31%	-6%	-7%	2%	-1%
N/C(=N\OC(=O)/C=C/c1ccccc1)c1ccc(Br)cc1	3%	4%	-2.7%	38%	-17%	-12%	-1%	4%
CCN(CC)S(=O)(=O)c1ccc2c(c1)[nH]c(=S)n2CC	4%	-3%	-1.3%	-2%	-5%	4%	-3%	-1%
COc1ccccc1OCC(=O)Nc1cccc(C(=O)N2CCOCC2)c1	-10%	3%	-1.1%	-8%[46.1 µM]	-1%	-6%	-3%	-3%
O=C(CSc1nc2ccccc2o1)Nc1ccccc1N1CCCCCC1	9%	2%	-0.9%	?	-18%	9%	-5%	-9%
CC1(C)Nc2ccccc2N(CC(=O)N2CCCCC2)C1=O	-9%	2%	1.0%	11%[46.1 µM]	1%	0%	-2%	-1%
CSc1nc(N)cc(=O)[nH]1	6%	0%	-0.3%	-12%[7.67 µM]	-8%	-5%	-3%	2%
Cc1cc(C)n(-c2cc(O)c(-n3nc(C)cc3C)cc2O)n1	2%	-2%	0.0%	6%	-10%	1%	-4%	-7%
COCC(C)NC(=O)c1cc(OC)cc(OC)c1 (stereo unspecified)	-3%	8%	6.5%	13%	-6%	-12%	0%	-2%
CCN1C(=O)/C(=C\N2CCN(C(=O)c3ccco3)CC2)SC1=S	1%	6%	0.5%	23%	-13%	5%	0%	0%
CCOc1ccc(C(CC(=O)O)NC(=O)c2cccs2)cc1 (stereo unspecified)	-2%	7%	-1.0%	13%	-19%	-7%	-7%	-4%
Cc1cccc(NS(=O)(=O)c2ccc3c(c2)OCC(C(=O)N2CCCC2)O3)c1C (stereo unspecified)	/	/	0.8%	/	-5%	2%	-1%	-1%
O=C(Oc1ccc(Nc2ncnc3ccccc23)cc1)c1cccnc1	0%	4%	-2.5%	6%	-4%	0%	1%	6%
COc1ccc(NC(=O)Nc2cc(C)ccc2OC)cc1	-4%	3%	0.0%	-16%[46.1 µM]	?	9%	0%	6%
COc1cc(C(=S)N2CCCC2)ccc1O	1%	8%	-0.7%	4%[46.1 µM]	3%	0%	0%	-12%
Cn1cc(CN2CCCC(C(=O)c3ccc(-c4ccccc4)cc3)C2)cn1 (stereo unspecified)	-7%	4%	-1.0%	9%	-17%	-13%	0%	0%
COc1ccc(CC(=O)OCC(=O)NCc2ccccc2Cl)cc1	9%	2%	1.3%	7%	-15%	-4%	-3%	5%
CCCCOC(=O)c1nnc(-c2ccc(Cl)cc2)o1	7%	4%	-2.9%	-11%	-11%	-11%	0%	6%
c1ccc(OCCOc2ccccc2-c2nnco2)cc1	4%	20%	1.3%	0%[46.1 µM]	-5%	1%	0%	3%
Cc1ccc(N(CCC#N)C(=O)CCl)cc1C	2%	-5%	-0.1%	-6%	-2%	3%	-1%	-5%
Cc1nc(N2N=C(c3ccc(Cl)cc3)CC2c2ccco2)sc1C(=O)N(C)C (stereo unspecified)	30%	?	-2.1%	-32%	2%	8%	0%	2%
CCCCC/C=C\C[C@@H](O)/C=C/C=C\CCC(=O)O	-2%	4%	-0.3%	/	-11%	2%	0%	0%
COc1cc(CNCCC2CCOC(C)(C)C2)ccc1O (stereo unspecified)	8%	0%	-1.0%	-4%[46.1 µM]	-4%	-2%	-2%	-3%
Cc1ccc(CCNC(=O)CNC(=S)N(Cc2ccccc2)Cc2cccnc2)cc1	7%	10%	-1.2%	-22%	-2%	6%	-5%	6%
Cn1c(=O)c(=O)n(C)c2cc(NS(=O)(=O)c3ccc(Br)cc3)c(Cl)cc21	/	/	0.0%	/	-7%	-8%	-1%	0%
CN1CCN(C(=O)C2=C[C@@H](c3ccccc3)C[C@@H](OCc3ccc(CO)cc3)O2)CC1	0%	8%	-4.9%	-1%	-6%	-7%	0%	5%
CCOc1cc(C)c(C(C)C)cc1S(=O)(=O)n1cnc(C)c1	5%	-2%	2.4%	-37%	2%	4%	2%	3%
O=C(CS(=O)(=O)c1cccc2nsnc12)Nc1ccccc1Cl	/	/	0.0%	/	-3%	-3%	-5%	-2%
CCSc1nc(=O)n(-c2ccccc2)c(C)c1C(C)=O	0%	10%	-1.8%	-4%[46.1 µM]	-11%	1%	-2%	-3%
CCCCCCCCOC(=O)/C=C/c1c(C)[nH]c(=O)[nH]c1=O	2%	-3%	-0.1%	19%	2%	0%	0%	-5%
CC(Sc1ccc(Br)cc1)C(N)=O (stereo unspecified)	4%	-3%	-1.4%	5%[46.1 µM]	4%	-2%	5%	4%
O=C(N/N=C/c1ccco1)Nc1ccccc1	-4%	2%	-0.9%	-1%[46.1 µM]	-8%	-3%	1%	-3%
Clc1ccc(N2CCN(c3cnc4ccccc4n3)CC2)cc1	3%	24%	0.6%	?	-20%	-4%	4%	-15%
CCOC(=O)c1ccccc1NC(=O)c1ccc2nccnc2c1	-5%	-4%	1.1%	-12%	-22%	-2%	-1%	-2%
C=CCC1(CC=C)CCCN1C(=O)CC1C(=O)NCCN1Cc1ccccc1OC (stereo unspecified)	3%	-2%	1.1%	-7%	8%[2.34 µM]	-9%[2.34 µM]	-2%	-6%
O=C(/C=C(\c1ccc(Cl)cc1)n1cncn1)c1ccc(Cl)cc1	2%	2%	-4.5%	-27%[46.1 µM]	-4%	-13%	0%	5%
Fc1ccc(/C=N/Nc2ccccn2)cc1	8%	-9%	-1.3%	13%	-1%	8%	-1%[53 µM]	3%[53 µM]
O=C(NC1CCCCC1)[C@H](O)[C@@H](O)C(=O)NC1CCCCC1	2%	5%	-0.4%	-20%[46.1 µM]	6%	-1%	-3%	2%
CCN(CC)c1ccc(C=Nc2ccc(C)cc2C)c(O)c1	1%	5%	-0.6%	-5%	-15%	4%	-1%	-5%
COCCn1c(SCC(=O)c2c[nH]c3ccccc23)nnc1-c1ccncc1	4%	1%	0.0%	18%	-6%	7%	0%	1%
CC(C)c1ccc(C2CC(c3ccc(Br)cc3)=NN2C(N)=S)cc1 (stereo unspecified)	3%	10%	?	-58%	-16%	-3%	-3%	6%
CC(=O)OC[C@@]12C(=O)[C@@H](O)[C@@H](C)[C@]3(C[C@@H](c4ccoc4)O[C@@H]3OC(C)=O)[C@H]1CCC[C@]21CO1	10%	-16%	0.0%	/	-12%	-2%	-2%	-1%
CC1(OC(=O)CCc2ccccc2)C(=O)C=C2C=C(c3ccc(C#N)cc3)N(CCN3CCOCC3)C=C2C1=O (stereo unspecified)	6%[17.5 µM]	-5%[13.1 µM]	-2.4%	-8%	1%[11.6 µM]	?	-1%[11.2 µM]	1%[11.2 µM]

A draw from above in order of formula weight, highest first.
SMILES	aGal spleen mod	CBFb RUNX1 block	Epigenetic reg	NPSR antag	Tau fluor cs	Tau fibril FP	TexasRed fluor	TRb SRC2 PPI
C=CCC1(CC=C)CCCN1C(=O)CC1C(=O)NCCN1Cc1ccccc1OC (stereo unspecified)	3%	-2%	1.1%	-7%	8%[2.34 µM]	-9%[2.34 µM]	-2%	-6%
O=C(N/N=C/c1ccco1)Nc1ccccc1	-4%	2%	-0.9%	-1%[46.1 µM]	-8%	-3%	1%	-3%
Fc1ccc(/C=N/Nc2ccccn2)cc1	8%	-9%	-1.3%	13%	-1%	8%	-1%[53 µM]	3%[53 µM]
